# IL1B secr inh: inflammasome signaling inhibition, IL-1 beta readout; THP-1 LPS/ATP IL-1B secretion, AlphaLISA, 16 h; stronger effect = lower value; activity change, % at 57.5 µM; hit rate 4.7% among 360,000; in the data active = activity change below about -50%; inconclusive = mostly about -30% to -49%; also: % is scaled to controls: 0 for no effect and ±100 for the full control effect
#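 Secreted IL-1B measured by AlphaLISA bead assay after 16 h compound exposure of THP-1 cells; compounds (final up to 57.5 uM) added 1 h before LPS (250 ng/mL) and ATP (1.25 mM) stimulation; lower signal means less secretion.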
# MCF10A rereplic: induces DNA re-replication in MCF 10a normal breast cells; MCF 10A DNA re-replication, Hoechst nuclear intensity, 48 h; Potency, µM (series often up to 46.1 µM), without a hit: at the top dose activity, positive = re-replication, usual class: activators; hit rate 2.9% among 350,000; also: potency is read from the fitted curve at half-maximal effect; % of control where 0% means no effect; nearly all actives have a fitted effect of over 50% in size
# ATXN2 expr inh: reduces ATXN2 reporter expression in HEK-293 cells; HEK-293 ATXN2-luciferase reporter, luminescence, 24 h; Potency, µM (top dose mostly 57 µM), without a hit: top-dose activity change, negative = inhibition, most hits filed as inhibitors; hit rate 0.72% among 360,000; AID 1745845; also: potency is read from the fitted curve at half-maximal effect; % is scaled to controls: 0 for no effect and ±100 for the full control effect; nearly all actives have a fitted effect of over 55% in size
#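 qHTS (up to 57 uM final) was run with 24 h compound exposure of reporter cells at 37 °C. Each well was multiplexed: SteadyGlo luminescence measured ATXN2-luciferase expression after a fluorogenic Gly-Phe-AFC viability readout (25 uM final).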
# KB-3-1 tox: kills parental KB-3-1 adenocarcinoma cells; KB-3-1 viability, CellTiter-Glo ATP luminescence, 72 h; Potency, µM (series often up to 46.1 µM), inactives show at the top dose activity change, negative = cytotoxic, hits mostly cytotoxic; hit rate 1.4% among 400,000; also: potency is read from the fitted curve at half-maximal effect; % is scaled to controls: 0 for no effect and ±100 for the full control effect; nearly all actives have a fitted effect of over 60% in size
#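 Viability of parental KB-3-1 cells, measured by CellTiter-Glo luminescence, followed a 72 h incubation at 37 °C with pinned compounds in phenol-red-free DMEM containing 10% FBS.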
# SW480 rereplic: DNA re-replication induction in SW480 cells; SW480 DNA re-replication, Hoechst DNA content imaging, 48 h; Potency, µM (doses to about 46.1 µM), inactives show top-dose re-replication activation, hits mostly activators; hit rate 1.8% among 340,000; AID 624297; also: potency is read from the fitted curve at half-maximal effect; % of control where 0% means no effect; nearly all actives have a fitted effect of over 55% in size
#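 Cells (250 per well) received 23 nL compound or DMSO by pin tool and were kept 48 hr at 37 C, 5% CO2. Nuclei were then stained with Hoechst for 40 min and scanned for DNA content.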
# KB-V1 MDR tox: KB-V1 MDR subline cytotoxicity. KB-V1 MDR cells viability, CellTiter-Glo, 72 h. Potency, µM (series often up to 46.1 µM), inactives show at the top dose activity change, negative = cytotoxicity, usual class: cytotoxic. hit rate 3.4% among 400,000. AID 1347076; also: potency is read from the fitted curve at half-maximal effect; % is scaled to controls: 0 for no effect and ±100 for the full control effect; nearly all actives have a fitted effect of over 60% in size
#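 Cytotoxicity toward P-gp-expressing KB-V1 cells was determined as loss of CellTiter-Glo luminescence after 72 h at 37 degrees C. Compounds were tested in quantitative HTS format across a concentration range, with curves fitted to normalized data.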
# HT1080 IDH1KD tx: kills HT-1080 cells with IDH1 knockdown | HT-1080 IDH1 knockdown viability, ATP luminescence, 48 h | Potency, µM (titrated, usually from 46.1 µM), without a hit: top-dose activity, negative = toxicity, actives largely listed as cytotoxic | hit rate 2% among 360,000 | AID 686971;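 also: potency is read from the fitted curve at half-maximal effect; 0% = DMSO wells and -100% = cell-free medium wells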
#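 CellTiter-Glo luminescence after 48 h compound exposure at 37 degrees C of IDH1-knockdown HT-1080 cells in 5% FBS RPMI. %Activity scaled between DMSO wells and cell-free media wells, with curves fitted and assigned curve classes.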
# WRN inhibitor: blocks human WRN helicase | WRN helicase unwinding, fluorescent forked duplex, kinetic | Potency, µM (doses to about 114 µM), inactives show at the top dose activity change, negative = inhibition, hits mostly inhibitors | hit rate 0.46% among 360,000 | AID 651768; also: potency is read from the fitted curve at half-maximal effect; % is scaled to controls: 0 for no effect and ±100 for the full control effect; nearly all actives have a fitted effect of over 55% in size
#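 WRN at 20 nM final was preincubated with compound for 15 min at room temperature; reaction started with 100 nM forked duplex oligonucleotide carrying fluorophore and quencher plus 2 mM ATP (final). Unwinding followed kinetically by red fluorescence (ex 525/em 598 nm).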
# HT1080NT lethal: kills 2HG-producing HT-1080-NT fibrosarcoma cells | HT-1080-NT fibrosarcoma viability, CellTiter-Glo ATP luminescence, 48 h | Potency, µM (doses to about 46.1 µM), for the others: at the highest dose activity, negative = less viability, most hits filed as cytotoxic | hit rate 1.6% among 360,000 | AID 686970;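 also: NT is the 2HG producing partner of a matched IDH1 knockdown line; potency is read from the fitted curve at half-maximal effect; 0% = DMSO-treated cells and -100% = media-only wells without cells; nearly all actives have a fitted effect of over 55% in size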
#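 Toxicity toward the 2HG-producing NT line was scored as %Activity, normalised to DMSO and no-cell wells, from CellTiter-Glo luminescence after 48 hours' treatment.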
# The depositor's hits bear a star; ? = inconclusive; · = no result given; & = joins results of further samples; [ ] = dose if it differs, or a comment. Unless noted, calls follow the shape of the dose curve; as a rule, active = well fitted curve in the direction sought with a large enough effect; inconclusive = small, poorly fitted or top-dose-only effect, or another doubt; inactive = no such curve, though single readings can be large; an effect the other way counts as inactive or inconclusive. Compounds were not picked by outcome (roughly 12% active in at least one column).
SMILES,IL1B secr inh,MCF10A rereplic,ATXN2 expr inh,KB-3-1 tox,SW480 rereplic,KB-V1 MDR tox,HT1080 IDH1KD tx,WRN inhibitor,HT1080NT lethal
Cc1ccc(S(=O)(=O)NC(=NC2CCCCC2)c2ccc(F)cc2)cc1,1,5%,-11%,2%,-3%,-22%,2%,9%,8%
Cc1ccc(-c2nc3c(cnn3-c3ccccc3)c(=O)o2)cc1,0,?,-5%,18%,0%,-2%,-3%,-11%,7%
O=C(Nc1ccccc1N1CCCC1)c1cccnc1Cl,12,-4%,1%,-2%,-2%,-9%,4%,3%,4%
N#C/C(=C\c1ccc2c(c1)OCCO2)C(=O)NC1CCCCC1,-10,-1%,25%,-5%,11%,2%,14%,-10%,14%
Cc1noc(C(=O)Nc2c(C)nn(Cc3ccccc3)c2C)c1Cl,24,9%,-1%,1%,-14%,4%,14%,-4%,28%
CC(C)OC(=O)CSc1nnc(CNc2ccc(Cl)cc2)n1Cc1ccccc1,-5,?,-2%,-4%,-17%,13%,-10%,1%,0%
CC1CCN(CCCNC(=O)CN2C(=O)CSc3ccc(S(=O)(=O)N4CCCCC4)cc32)CC1,0,-6%,-6%,6%,-11%,?,5%,3%,-5%
CCCC(=O)Nc1ccc(N2CCN(C(=O)c3ccccc3C)CC2)cc1,-26,-1%,-9%,-6%,-11%,0%,7%,1%,11%
Cc1onc(-c2c(F)cccc2Cl)c1C(=O)OCc1nnc(-c2ccccc2)o1,4,14%,-13%,-1%,-11%,11%,-2%,0%,3%
O=C(Cc1ccc(Cl)cc1)Nc1cccc(S(=O)(=O)N2CCCCC2)c1,-12,?,?,?,-7%,-4%,-10%,-7%,0%
COCc1cc(C)nc(N/N=C/c2ccc(Cl)c(Cl)c2)c1C#N,-1,0%,3%,-3%,0%,9%,5%,-4%,8%
CC(C)CN(C(=O)COc1cccc(-n2cnnn2)c1)C1CCS(=O)(=O)C1 (stereo unspecified),15,-5%,65%[activator],9%,-15%,21%,6%,-10%,10%
CN(C)c1ccc(/C=N/n2c(C3CCCCC3)n[nH]c2=S)cc1,-62*,?,-27%,2%,8%,-23%,-12%,9%,-16%
COc1ccccc1OCCn1c(CO)nc2ccccc21,-10,-6%,-2%,6%,-2%,-6%,1%,8%,13%
Cc1cc(NC(=O)CSc2nc3cc(Cl)ccc3c(=O)n2C(C)C)no1,5,1%,-24%,-8%,?,-4%,7%,-1%,-6%
Cc1cccc(-c2nnc(NC(=O)c3ccco3)s2)c1,10,1%,55%[activator],18%,-2%,0%,1%,9%,6%
COc1cc(NC(=S)NC(=O)CC(C)C)ccc1NC(=O)c1cc2ccccc2o1,0,0%,3%,0%,-7%,-7%,16%,-27%,8%
COc1ccccc1C(=O)Nc1ccnn1C1CCN(Cc2csc(C(C)=O)c2)CC1,-6,-2%,-5%,12%,-7%,7%,0%,-5%,15%
CCOc1ccccc1NC(=S)NCCCn1ccnc1,6,0.58µM*,-3%,2%,?,?,16%,6%,14%
CCNC(=O)CSc1nc2ccccc2c(=O)n1-c1cc(OC)ccc1OC,-1,12%,4%,2%,-3%,18µM*,-7%,-2%,-4%

# Gathered by group: those above containing fluorine
SMILES,IL1B secr inh,MCF10A rereplic,ATXN2 expr inh,KB-3-1 tox,SW480 rereplic,KB-V1 MDR tox,HT1080 IDH1KD tx,WRN inhibitor,HT1080NT lethal
Cc1ccc(S(=O)(=O)NC(=NC2CCCCC2)c2ccc(F)cc2)cc1,1,5%,-11%,2%,-3%,-22%,2%,9%,8%
Cc1onc(-c2c(F)cccc2Cl)c1C(=O)OCc1nnc(-c2ccccc2)o1,4,14%,-13%,-1%,-11%,11%,-2%,0%,3%

# (continued)
SMILES,IL1B secr inh,MCF10A rereplic,ATXN2 expr inh,KB-3-1 tox,SW480 rereplic,KB-V1 MDR tox,HT1080 IDH1KD tx,WRN inhibitor,HT1080NT lethal
CCOC(=O)c1ccc(N2C(=O)C(C)=C(C)C2=O)cc1,11,16%,4%,0%,7%,-7%,-3%,6%,-4%
COc1ccccc1NC(=S)N(Cc1ccc(C(=O)O)cc1)Cc1ccc(OC)c(OC)c1,-3,1%,·,0%,-29%,2%,4%,-1%,3%
C/C(Cn1nnc2ccccc21)=N\OC(=O)c1cc(F)c(F)cc1Cl,-4,-6%,0%,-3%,-7%,4%,2%,-6%,-2%
CNS(=O)(=O)c1cccc(C(=O)OCC(=O)c2ccc(S(=O)(=O)N3CCCCC3)cc2)c1,5,0%,1%,18%,7%,15%,2%,-12%,7%
Cc1cccc(-n2c(C)cc(C)c(C#N)c2=O)c1,32,-5%,·,4%,-9%,6%,21%,8%,14%
Cc1ccc(CNc2nc(NCc3ccccc3)nc3ccsc23)c(C)c1,-88*,·,?,?,·,?,?,-6%,26µM*
CC(C)N(Cc1nc(COc2ccccc2)no1)Cc1nccn1C,-1,6%,·,-1%,5%,-15%,-2%,-1%,-4%
O=C(COC(=O)c1cc(-c2cccs2)nn1-c1ccccc1)Nc1ccc(F)c([N+](=O)[O-])c1,-5,5%,·,-5%,?,20%,-5%,1%,-1%
CN1C(=O)c2ccccc2C(C(=O)O)C1c1cccc(Cl)c1 (stereo unspecified),-1,6%,-3%,3%,?,3%,-10%,0%,0%
O=C(CNC(=O)c1ccccc1Br)N/N=C/c1cccs1,-1,22%,·,3%,-12%,4%,11%,-4%,13%
O=C(c1ccccc1)c1ccc(OCC(O)CN2CCN(S(=O)(=O)N3CCCCC3)CC2)cc1 (stereo unspecified),-13,22%,-10%,23µM*,9%,2.1µM*,?,-11%,-12%
O=C1CC(c2ccc(F)cc2)CC(O)=C1C=NCCN1CCNCC1 (stereo unspecified),-10,-23%,-13%,27%,3%,2%,12%,5%,10%
Cc1ccsc1CN(C)C(=O)CN1C(=O)NC2(CCCc3ccccc32)C1=O (stereo unspecified),-14,?,-11%,-2%,-6%,-12%,-1%,1%,1%
Cn1c(-c2ccc(Br)o2)nc2cc(Br)ccc21,-1,16%,39%[activator],-19%,5%,?,-21%,-26%,-24%
Cc1cc(C)n(CCC(=O)N/N=C/c2cccc([N+](=O)[O-])c2)n1,-27,5%,·,-9%,-13%,-15%,7%,-6%,13%
c1ccc(C2=Nc3ccccc3NC(c3ccccc3)C2)cc1 (stereo unspecified),-16,-9%,85%[activator],0%,1%,-5%,-23%,0%,4%
CC1CC(=O)C=C(O)C1C(=O)OC(C)(C)C (stereo unspecified),9,-1%,-4%,0%,-1%,-7%,-4%,3%,-4%
CCSc1ncc(Cl)c(C(=O)Nc2sc3c(c2C(=O)NCc2cccnc2)CCCC3)n1,-10,11%,?,-3%,11%,?,18%,-5%,3%
O=C(CNC(=O)c1ccccc1F)c1ccccc1,0,-1%,-18%,0%,?,-6%,-15%,10%,-11%
CCCCCCCC1=NN(c2ccc(S(=O)(=O)O)cc2)C(=O)C1N=O (stereo unspecified),-27,·,·,0%,·,16%,4%,4%,12%
CCN(CC)Cc1c(C(=O)OC)nnn1-c1nonc1N,2,-12%,10%,-3%,-3%,?,10%,6%,6%
Cc1cc(C)n2c(NC3CCCCC3)c(-c3ccccn3)nc2n1,43,·,-20%,?,·,?,4%,-1%,-7%
CC(C)Cn1c(=O)c2ccccc2c2ccccc2c1=O,?,16%,0%,-3%,13%,-1%,-7%,-7%,-3%
CCOC(=O)CCNC(=O)Nc1ccc2nc(C)n(Cc3ccccc3Cl)c(=O)c2c1,-12,-3%,6%,1%,-6%,?,-16%,-8%,-18%
Nc1nc2ccccc2n1C(=O)c1cccs1,-8,2%,17%,4%,3%,?,-14%,12%,?
O=C1Nc2ccccc2-c2nnnn2C1N1CCCC1 (stereo unspecified),51,·,·,6%,·,-4%,13%,0%,13%
COc1ccc(CCNC(=O)C(CCC(N)=O)NS(=O)(=O)c2ccc(Cl)cc2)cc1OC (stereo unspecified),-11,-1%,-11%,?,-12%,12%,-1%,3%,-2%
O=C(C1CCCN(Cc2ccccc2F)C1)N1CCCC1 (stereo unspecified),-10,0%,·,-10%,4%,4%,-1%,-1%,10%
CCCCC(=O)Nc1ccc(C(=O)Nc2cc(C(F)(F)F)ccc2Cl)cc1,6,?,-39%,-5%,?,?,?,-28%[57.1 µM],16µM*
COc1ccccc1NC(=O)NC(=O)N(C(C)C)S(C)(=O)=O,14,-6%,-1%,13%,-2%,-3%,52%,-5%,10%
O=C(Nc1ccc(Cl)cc1Cl)c1ccc2c(=O)n3c(nc2c1)CCC3,-7,·,54%[activator],-10%,·,-4%,12%,-17%,3%
Cc1cc(N2C(=O)C(=O)/C(=C(/O)c3ccccc3)C2c2cccs2)no1 (stereo unspecified),27,5%,9%,-4%,-3%,11%,-22%,-10%,-4%
COc1cc(NC(=O)c2cncc(-c3ccc(C#N)cc3)c2)cc(C(=O)Nc2cccc(C(F)(F)F)c2)c1,51&49,13µM*,?,?,-4%,?,4%&-2%,2%&3%,-12%&-1%
Cc1ccccc1-c1cc(C(=O)NCc2cccc(C(F)(F)F)c2)nn1CC1CC(c2cccc([N+](=O)[O-])c2)=NO1 (stereo unspecified),-1,2%,4%,5%,-7%,-16%,3%,-4%,0%
COc1ccc(C2=NOC(C(=O)Nc3cccnc3)C2)cc1 (stereo unspecified),-10,1%,-7%,-13%,-2%,-1%,-11%,1%,4%
CCc1nn(C(CC)C(=O)NCCCN2CC(C)CC(C)C2)c(=O)c2cc3oc(C)cc3n12 (stereo unspecified),-10,21%,8%,1%,?,-23%,?,15%,-21%
COc1ccc(NC(=O)COC(=O)[C@@H]2CCCN2C(=O)c2cccs2)c(OC)c1,11,0%,1%,28%,-11%,1%,1%,1%,11%
